# High-throughput results (PubChem)
# RPL19A-GFP yeast = alters RPL19A-GFP fluorescence in TOR pathway yeast screen; percent response vs DMSO, % at 10 µM; S. cerevisiae RPL19A-GFP strain, flow cytometry, 3 h; hits give low values; AID 2025; 330,000 compounds, 0.3% hits;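 active means percent response vs DMSO below 50%; inconclusive means fewer than 70 events counted for the yeast strain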;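 further: median channel GFP fluorescence of the barcoded RPL19A-GFP strain; ratio of sample median GFP to plate DMSO average so 100% = DMSO; lower means less RPL19A-GFP as with rapamycin TOR inhibition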
# AGP1 TOR yeast = alters AGP1-GFP fluorescence in TOR pathway yeast screen; S. cerevisiae AGP1-GFP multiplex flow cytometry, 3 h; GFP as percent of DMSO wells; GFP response vs DMSO, % at 10 µM; 320,000 compounds, 0.02% hits;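 active means GFP response relative to DMSO above a set limit, near screen average plus 3 SD, cut at about 150% in these data; inconclusive means fewer than 70 cells counted for the yeast strain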;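 further: median GFP channel fluorescence of the gated AGP1 strain per well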
# Yeast superoxide = lowers age-related superoxide in aged yeast cells; S. cerevisiae aged cells, superoxide DHE fluorescence; hits give low values; superoxide response (% of plate mean), % at 10 µM; 330,000 compounds, 0.18% hits;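 active means superoxide response under a set limit, about three screen SD below normal, cut at about 65% in these data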;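 further: yeast aged for seven days with compound at 30 °C before DHE staining; 100% = average MFI of all compound-treated wells on the plate with controls excluded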
# AHR activator = activators of human aryl hydrocarbon receptor. P35869. AHR-responsive luciferase reporter cells, luminescence. activation, % at 5 µM. 320,000 compounds, 2.5% hits; in the data active means activation above about 47%;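 further: 0% = vehicle wells and 100% = reference agonist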
# Target sequence (P35869 whole entry, looked up): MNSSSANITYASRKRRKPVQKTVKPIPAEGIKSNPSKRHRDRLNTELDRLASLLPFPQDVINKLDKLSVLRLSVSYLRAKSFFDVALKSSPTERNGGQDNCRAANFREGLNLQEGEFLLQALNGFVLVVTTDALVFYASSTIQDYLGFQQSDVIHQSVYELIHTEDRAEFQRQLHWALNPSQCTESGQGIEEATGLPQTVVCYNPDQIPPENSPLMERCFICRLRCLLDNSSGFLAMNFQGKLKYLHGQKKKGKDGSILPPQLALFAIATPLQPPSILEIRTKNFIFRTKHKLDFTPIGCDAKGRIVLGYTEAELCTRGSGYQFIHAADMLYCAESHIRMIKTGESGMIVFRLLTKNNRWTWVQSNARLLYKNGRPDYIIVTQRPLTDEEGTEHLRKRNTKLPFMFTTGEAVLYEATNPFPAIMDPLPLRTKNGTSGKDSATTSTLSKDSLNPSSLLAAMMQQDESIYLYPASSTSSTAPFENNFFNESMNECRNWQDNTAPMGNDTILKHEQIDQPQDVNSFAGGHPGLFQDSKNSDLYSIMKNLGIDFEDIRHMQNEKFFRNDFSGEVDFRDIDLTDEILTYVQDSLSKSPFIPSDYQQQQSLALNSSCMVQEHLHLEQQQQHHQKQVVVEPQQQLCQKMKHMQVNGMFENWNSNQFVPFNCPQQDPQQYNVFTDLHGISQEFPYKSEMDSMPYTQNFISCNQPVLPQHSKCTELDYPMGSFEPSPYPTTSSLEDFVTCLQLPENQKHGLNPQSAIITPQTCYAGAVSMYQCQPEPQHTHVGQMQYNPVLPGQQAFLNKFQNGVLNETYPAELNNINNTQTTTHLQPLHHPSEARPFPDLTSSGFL
# CIT2-GFP yeast = yeast TOR pathway CIT2-GFP modulation; S. cerevisiae CIT2-GFP strain, flow cytometry, 3 h; 100 means same as DMSO wells; GFP response vs DMSO, % at 10 µM; 320,000 compounds, 0.065% hits; AID 2029;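 active means GFP response relative to DMSO above a set limit, near the screen mean plus 3 SD, cut at about 150% in these data; inconclusive means Fewer than 70 cells measured for a yeast strain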;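 further: ratio of well median GFP fluorescence to mean of DMSO wells on the plate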
# MEP2-GFP yeast = alters MEP2-GFP fluorescence in TOR pathway yeast screen | S. cerevisiae MEP2-GFP strain, flow cytometry GFP, 3 h; 100% = DMSO control level | GFP response vs DMSO, % at 10 µM | 330,000 compounds, 0.51% hits | AID 2016;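 active means GFP response versus DMSO above a set limit, roughly screen mean plus 3 SD, cut at about 180% in these data; inconclusive means fewer than 70 cells counted for a yeast strain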;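 further: median GFP fluorescence of the barcode-gated MEP2-GFP cells per well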
# LAP4 TOR yeast = modulators of TOR pathway LAP4-GFP in S. cerevisiae | 320,000 compounds, 0.34% hits | GFP response vs DMSO, % at 10 µM | S. cerevisiae LAP4-GFP multiplex, flow cytometry GFP, 3 h; median GFP as percent of DMSO wells;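 active means GFP response vs DMSO above a set limit, about the screen mean plus 3 SD, cut at about 150% in these data; inconclusive means under 70 cell events counted for the yeast strain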
# Efflux pump inh = antifungal efflux pump inhibition, Nile Red retention; AID 485275; S. cerevisiae Candida pump triplex; 330,000 compounds, 0.44% hits; inhibition, % at 10 µM;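 active means plate passing quality check with inhibition over a set limit, or well fluorescence over plate mean plus 4 SD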;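 further: Nile Red retained in pooled yeast measured as flow cytometry median fluorescence; 0% = buffer negative control and 100% = Enniatin B positive control; higher means more Nile Red kept so more efflux inhibition; some compounds called inactive have numbers as strong as hits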
# * marks the source's active call; other numbers are inactive results; ? = inconclusive; nt = no result given; [ ] = dose if it differs, or a comment.
1	CCCCS(=O)(=O)Nc1ccc(Cc2ccncc2)cc1
2	O=c1n(-c2ccc(Br)cc2)cnn1-c1ncccc1[N+](=O)[O-]
3	CCOc1ccc(NC(=O)CSc2nc(N)c(-c3ccccc3)c(=O)[nH]2)cc1
4	N#CC1=C2SCN(c3ccccc3)CN2C(=O)CC1c1cccs1 (stereo not drawn)
5	COc1ccc(C(=O)CC2OC(=O)c3c2ccc(OC)c3OC)cc1 (stereo not drawn)
6	COc1ccc(-n2c(=O)c3ccccc3n(CC(=O)NC3CCCCC3)c2=O)cc1
7	O=C(c1cc2nc(-c3ccc(F)cc3)cc(C(F)(F)F)n2n1)N1CCCCC1c1cccnc1 (stereo not drawn)
8	COc1ccccc1Nc1cc(C(=O)NC2CCCC2)c2ccccc2n1

Assay by compound	1	2	3	4	5	6	7	8
RPL19A-GFP yeast	94	97	100	96	102	102	98	105
AGP1 TOR yeast	98	98	104	94	103	103	99	103
Yeast superoxide	101	110	86	114	108	99	104	97
AHR activator	1	16	0	2	-2	3	-6	19
CIT2-GFP yeast	99	95	101	93	102	103	102	104
MEP2-GFP yeast	97	92	98	96	103	102	100	110
LAP4 TOR yeast	96	100	98	99	110	106	96	98
Efflux pump inh	-0.1	0.0	-0.1	-0.3	0.1	0.0	0.0	0.0

9	COc1ccc(S(=O)(=O)N(C)CC(=O)Nc2ccccc2SC)cc1
10	Cc1cc(C)n(CCN(C)C(=O)c2cc(COc3c(F)cccc3F)on2)n1
11	Cc1cccc(C2c3[nH]c4ccccc4c3CCN2C(=O)c2cc(-c3cccn3C)n[nH]2)n1 (stereo not drawn)
12	Cc1ccc(C)c(OCc2nnc(SCC(=O)NCc3ccc4c(c3)OCO4)o2)c1
13	Cc1nn(Cc2ccccc2)c(C)c1NC(=O)CSc1nc2sc3c(c2c(=O)n1C)CCC3
14	COCCCNC(=O)/C=C/c1c(Cl)cccc1Cl
15	O=C(Nc1ccc2[nH]c(=O)[nH]c2c1)c1cc(F)c(F)cc1Cl
16	Cc1nn(-c2ccccc2)c(Cl)c1/C=N/Nc1ccc(Cl)c(C(=O)O)c1

Assay by compound	9	10	11	12	13	14	15	16
RPL19A-GFP yeast	97	106	98	105	93	113	96	100
AGP1 TOR yeast	94	103	99	93	88	106	102	101
Yeast superoxide	95	143	98	99	101	90	93	142
AHR activator	1	-2	25	3	0	-2	0	-6
CIT2-GFP yeast	88	103	86	99	96	109	95	113
MEP2-GFP yeast	99	103	95	101	97	101	103	102
LAP4 TOR yeast	98	97	103	92	97	116	103	105
Efflux pump inh	-0.1	0.0	0.9	0.1	0.3	0.2	0.1	-0.4

17	CN(C)/C=C1\C(=O)Nc2ccccc21
18	Cc1occc(=O)c1OCc1c(F)cccc1Cl
19	CCOC(=O)c1c(-c2ccc(OC)cc2)csc1NC(=O)CSc1nnc(C)c(=O)[nH]1
20	COC(=O)c1cc(=O)n(CCc2ccccc2F)c(=Nc2ccc(F)c(Cl)c2)s1
21	CN(C)CCCNC(=O)c1ccc(-c2ccccc2)cc1
22	O=C(CCS(=O)(=O)c1ccccc1)Nc1nc(-c2ccc(F)cc2)cs1
23	COc1ccc(NC(=O)CSc2nnc(N)s2)cc1S(=O)(=O)N1CCCCC1
24	CCCCN(CC)S(=O)(=O)N1CCC(C(=O)NCc2ccc(F)cc2)CC1

Assay by compound	17	18	19	20	21	22	23	24
RPL19A-GFP yeast	nt	97	106	97	96	99	97	103
AGP1 TOR yeast	107	100	107	97	104	99	108	106
Yeast superoxide	89	90	83	103	142	110	82	98
AHR activator	23	1	0	1	-1	2	2	-6
CIT2-GFP yeast	111	93	103	98	102	93	98	108
MEP2-GFP yeast	109	107	106	101	105	99	113	112
LAP4 TOR yeast	96	109	95	102	97	102	109	108
Efflux pump inh	0.1	0.3	-0.2	0.0	0.2	0.0	-0.2	0.1

25	Cn1cccc1C(=O)NS(=O)(=O)c1ccccc1Cl
26	O=C(Cn1nnc(-c2ccncc2)n1)NCCc1ccccc1
27	COc1cccc(NC(=O)COC(=O)C2CC2)c1
28	O=C(c1ccco1)N1CCN(C(c2cccs2)c2sc3ncnn3c2O)CC1 (stereo not drawn)
29	O=C(C[C@@H]1C/C=C/CC[C@H](Cc2ccc(F)cc2)C(=O)O[C@H](c2ccccc2)CNC1=O)NCCO
30	Cc1ccc(C)c(NC(=O)c2cc3c([nH]c4ccccc43)c(C)n2)c1
31	CC(=O)N(c1cccc(C(F)(F)F)c1)c1nc(/C=C/C(=O)O)cs1
32	COc1cc(/C=N/NC(=O)Cc2cccs2)c([N+](=O)[O-])cc1OC

Assay by compound	25	26	27	28	29	30	31	32
RPL19A-GFP yeast	102	99	100	98	88	96	100	109
AGP1 TOR yeast	98	101	102	97	89	105	100	103
Yeast superoxide	98	83	113	88	105	106	103	111
AHR activator	-2	4	1	1	1	18	73*	49*
CIT2-GFP yeast	97	106	106	98	86	102	105	106
MEP2-GFP yeast	103	108	100	99	97	96	109	103
LAP4 TOR yeast	101	97	107	96	91	92	109	93
Efflux pump inh	0.1	-0.1	-0.3	0.0	0.4	-0.1	-0.2	-0.1

# Part of the list above, with each value named.
25: Cn1cccc1C(=O)NS(=O)(=O)c1ccccc1Cl
  RPL19A-GFP yeast = 102 | AGP1 TOR yeast = 98 | Yeast superoxide = 98 | AHR activator = -2 | CIT2-GFP yeast = 97 | MEP2-GFP yeast = 103 | LAP4 TOR yeast = 101 | Efflux pump inh = 0.1
26: O=C(Cn1nnc(-c2ccncc2)n1)NCCc1ccccc1
  RPL19A-GFP yeast = 99 | AGP1 TOR yeast = 101 | Yeast superoxide = 83 | AHR activator = 4 | CIT2-GFP yeast = 106 | MEP2-GFP yeast = 108 | LAP4 TOR yeast = 97 | Efflux pump inh = -0.1
27: COc1cccc(NC(=O)COC(=O)C2CC2)c1
  RPL19A-GFP yeast = 100 | AGP1 TOR yeast = 102 | Yeast superoxide = 113 | AHR activator = 1 | CIT2-GFP yeast = 106 | MEP2-GFP yeast = 100 | LAP4 TOR yeast = 107 | Efflux pump inh = -0.3
28: O=C(c1ccco1)N1CCN(C(c2cccs2)c2sc3ncnn3c2O)CC1 (stereo not drawn)
  RPL19A-GFP yeast = 98 | AGP1 TOR yeast = 97 | Yeast superoxide = 88 | AHR activator = 1 | CIT2-GFP yeast = 98 | MEP2-GFP yeast = 99 | LAP4 TOR yeast = 96 | Efflux pump inh = 0.0

# (next part)
33	CCc1ccc(NS(=O)(=O)c2ccc(OC)c(C)c2)cc1
34	COc1ccc(OCC(NS(=O)(=O)c2ccc(-n3cnnn3)cc2)C(C)C)cc1 (stereo not drawn)
35	O=C(CCC1CCCCC1)N1CCN(Cc2ccc3c(c2)OCO3)CC1
36	Cc1cc(N2C(=O)C(O)=C(C(=O)c3ccco3)C2c2cccc(Oc3ccccc3)c2)no1 (stereo not drawn)
37	COc1ccc(N(C)S(=O)(=O)c2cccc3nsnc23)cc1
38	O=c1c(O)c(-c2ccc(O)c(O)c2)oc2cc(O)cc(O)c12
39	Cc1ccc(NC(=S)Nc2ccc(OC(F)F)c(Cl)c2)cc1F
40	O=C(NCC1CCCO1)c1sc(=S)n2c1[nH]c(=O)c1ccc(C(=O)N3CCCCC3)cc12 (stereo not drawn)

Assay by compound	33	34	35	36	37	38	39	40
RPL19A-GFP yeast	107	104	98	93	99	99	?	42*[may fluoresce violet]
AGP1 TOR yeast	115	100	104	90	100	88	?	?
Yeast superoxide	85	68	89	121	91	100	97	113
AHR activator	2	2	2	2	2	2	-1	12
CIT2-GFP yeast	108	112	106	83	97	103	?	?
MEP2-GFP yeast	107	112	108	100	100	96	?	206*[may fluoresce violet]
LAP4 TOR yeast	114	102	93	106	97	109	?	96[may fluoresce violet]
Efflux pump inh	0.0	0.0	0.1	-0.4	0.1	0.0	-0.2	0.3

41	O=C(NC(Cc1ccccc1)C(=O)O)/C(=C\c1ccccc1F)NC(=O)c1ccccc1 (stereo not drawn)
42	CC12CCCCC1N(O)C(=O)C(=O)N2O (stereo not drawn)
43	CC1CCC2(CC1)NC(=O)N(CC(=O)N1CCOCC1)C2=O (stereo not drawn)
44	Cc1ccc(CNC(=O)CCS(=O)(=O)c2ccc3c(c2)NC(=O)C(C)S3)cc1 (stereo not drawn)
45	COc1cc(CO)cc(Br)c1OCC(=O)N1CCCCC1
46	COC(=O)C1CCN(C(=O)COC(=O)c2cc([N+](=O)[O-])ccc2N2CCOCC2)CC1
47	O=C(Nc1nc(-c2ccncc2)cs1)c1ccc(S(=O)(=O)N2CCOCC2)cc1
48	Cc1ccc(C(=O)N(C)c2ccc(OCC(=O)N3c4ccc(C)cc4C4CN(C)CCC43)cc2)cc1 (stereo not drawn)

Assay by compound	41	42	43	44	45	46	47	48
RPL19A-GFP yeast	95	98	87	100	102	96	101	95
AGP1 TOR yeast	103	95	106	106	108	96	102	91
Yeast superoxide	85	90	98	95	97	75	101	121
AHR activator	-2	2	0	2	9	0	-2	6
CIT2-GFP yeast	98	97	98	101	109	87	99	97
MEP2-GFP yeast	99	99	88	99	103	94	103	97
LAP4 TOR yeast	99	96	131	114	102	96	94	99
Efflux pump inh	-0.1	0.2	-0.1	0.1	0.0	0.2	0.1	0.6

49	O=C(c1ccc([N+](=O)[O-])o1)N1CCN(c2nc3c(Cl)cccc3s2)CC1
50	COc1ccc(-n2nc(C(=O)NCC(=O)NCCCN3CCOCC3)c3ccccc3c2=O)cc1Cl
51	CCOc1ccc(-c2nnc(Nc3ccc(OC)c(C(=O)N4CCCCC4)c3)c3ccccc23)cc1
52	CC1=CC(C)(C)N2C(=O)C3(SCC(=O)N3c3ccc(O)cc3)c3cc(C)cc1c32 (stereo not drawn)
53	Cc1ccc2c(c1)nnn2C1CCN(S(=O)(=O)c2ccc(C(=O)N(C)C3CCCCC3)cc2)CC1
54	CC(C)(C)OC(=O)NNC(=S)NC1CCCCC1
55	O=C(NC1CCCC1)c1cc2ccccc2o1
56	COCc1cc(C)nc(SCC(=O)Nc2cc3c(cc2C#N)OCO3)c1C#N

Assay by compound	49	50	51	52	53	54	55	56
RPL19A-GFP yeast	95	102	102	98	64	98	105	96
AGP1 TOR yeast	102	99	96	98	29	100	85	100
Yeast superoxide	84	93	83	93	93	101	89	104
AHR activator	8	-1	1	-1	-1	2	5	40
CIT2-GFP yeast	95	107	101	100	104	94	102	106
MEP2-GFP yeast	95	103	103	101	134	100	103	96
LAP4 TOR yeast	128	95	84	89	103	91	97	91
Efflux pump inh	0.0	0.0	0.5	-0.1	0.0	0.0	0.3	0.1

57	Cc1ccccc1NC(=O)c1cccc(S(=O)(=O)N2CCOCC2)c1
58	Cc1nnc(SCC(=O)NCc2ccccc2)s1
59	CCOc1ccc(-c2cc(N)n(S(=O)(=O)c3cccc4nsnc34)n2)cc1
60	CC(=O)c1ccc(NC(=O)COC(=O)c2ccccc2N=Nc2ccc(N(C)C)cc2)cc1
61	Cn1c(N)c(C(=O)COC(=O)C2CCC(C(C)(C)C)CC2)c(=O)n(C)c1=O (stereo not drawn)

Assay by compound	57	58	59	60	61
RPL19A-GFP yeast	101	98	97	99	95
AGP1 TOR yeast	100	102	104	100	97
Yeast superoxide	95	93	92	100	116
AHR activator	1	-1	19	2	2
CIT2-GFP yeast	105	107	107	89	94
MEP2-GFP yeast	105	100	96	107	123
LAP4 TOR yeast	95	102	111	106	100
Efflux pump inh	-0.1	0.0	-0.2	-0.1	0.2
